Compound activity: PubChem, The Scripps Research Institute Molecular Screening Center
OXTR potentiator: human OXTR potentiators, primary screen, fluorescence, CHO-OTR cells, Fluo-8 calcium | Oxytocin receptor (Homo sapiens), P30559 | Fluo-8 calcium fluorescence, potentiator mode; 0% = oxytocin EC15, 100% = EC100 | activation, % at 3 µM | actives 0.061% (n = 320,000);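 active = activation above that plate's cutoff, the mean activation of tested compounds plus 3 SD, cut at about 6.6% in these data, passing the limit was not always enough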;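 note: 100% uses oxytocin at 75 nM as the full agonist control; some results filed as inactive read as strong as hits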
Target sequence (P30559 whole entry, looked up): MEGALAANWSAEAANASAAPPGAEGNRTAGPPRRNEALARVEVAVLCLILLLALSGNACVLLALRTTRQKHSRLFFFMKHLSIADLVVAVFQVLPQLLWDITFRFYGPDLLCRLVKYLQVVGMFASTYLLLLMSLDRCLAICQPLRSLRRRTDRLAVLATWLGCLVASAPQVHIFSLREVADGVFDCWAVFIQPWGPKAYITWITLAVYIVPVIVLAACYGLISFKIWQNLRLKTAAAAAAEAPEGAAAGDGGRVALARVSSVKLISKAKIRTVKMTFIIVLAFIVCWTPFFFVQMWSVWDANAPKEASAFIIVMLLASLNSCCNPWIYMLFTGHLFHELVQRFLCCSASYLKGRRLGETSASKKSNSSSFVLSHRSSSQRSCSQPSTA
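Material: human OTR in CHO cells. Compound: 3.0 µM, one dose. Timing: compound 6 min at room temperature before oxytocin, 100 s read. Evaluation: % activation of max/min ratio relative to oxytocin controls. Replication: single well per compound, singlicate. Signal: Fluo-8 calcium dye fluorescence.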
CHRM1 PAM: human M1 muscarinic receptor positive allosteric modulators, primary screen, CHO-K1 cells, Fluo-8 calcium fluorescence, 1536-well; Muscarinic acetylcholine receptor M1 (Homo sapiens), P11229; CHO-K1 hM1, ACh EC20; 0% = ACh EC20, 100% = maximal ACh; activation, % at 3 µM; actives 0.088% (n = 360,000); AID 588819, 2011; in the data active = activation above about 19%, passing the limit was not always enough
OXTR agonist: human OXTR agonists, primary screen, fluorescence, CHO-OTR cells, Fluo-8 calcium; actives 0.32% (n = 320,000); Fluo-8 calcium fluorescence; normalized: DMSO 0%, oxytocin 100%; activation, % at 3 µM;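 active = activation above the mean of all tested compounds plus 3 SD, cutoff set per screening run, cut at about 20% in these data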;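 note: peak over basal fluorescence ratio from a 100 s FLIPR kinetic read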
TAAR1 ag: human TAAR1 agonists, primary screen, Fluo-8 calcium fluorescence, CHO RD-HGA16 cells; Trace amine-associated receptor 1 (Homo sapiens), Q96RJ0; vehicle wells 0%, saturating PEA agonist 100%; activation, % at 3 µM; actives 0.99% (n = 360,000); AID 624467, 2012;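 active = activation above the mean activation of all test compounds in the run plus 3 SD, cut at about 38% in these data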
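Assay system: CHO-derived RD-HGA16 cells with stable Gα16 and human TAAR1; timing: 17-24 h seeding, 75 min 37 °C dye, 30 min RT; read-out: % activation from peak over basal fluorescence ratio, DMSO-to-PEA scaled; measured by: kinetic Fluo-8 calcium fluorescence; benchmarks: low control DMSO, high control PEA (EC100); doses: 3 µM single concentration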
M1 antag: human M1 muscarinic receptor antagonists, primary screen, CHO-K1 cells, Fluo-8 calcium fluorescence, 1536-well; Muscarinic acetylcholine receptor M1 (Homo sapiens), P11229; CHO-K1 hM1, ACh EC80 antagonist; inhibition, % at 3 µM; actives 1.3% (n = 360,000); AID 588852, 2011;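 active = percent inhibition above its own plate's cutoff, namely the mean of that plate's compound wells plus 3 SD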;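 note: peak over basal fluorescence ratio during 140 s after agonist addition; 0% = ACh EC80 plus DMSO and 100% = DMSO alone without agonist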
V1aR counter: agonists of human V1a receptor, primary screen, counter-screen for OXTR agonist project, fluorescence, CHO-V1R cells; Vasopressin V1a receptor (Homo sapiens), P37288; Fluo-8 calcium fluorescence, agonist mode; 0% DMSO, 100% 3 nM vasopressin; activation, % at 3 µM; actives 0.25% (n = 320,000); AID 2797, 2010;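 active = activation above the mean activation of all tested compounds plus 3 SD, per screening run, cut at about 20% in these data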;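 note: signal is peak over basal fluorescence ratio across a 100 second FLIPR read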
Target sequence (P37288 whole entry, looked up): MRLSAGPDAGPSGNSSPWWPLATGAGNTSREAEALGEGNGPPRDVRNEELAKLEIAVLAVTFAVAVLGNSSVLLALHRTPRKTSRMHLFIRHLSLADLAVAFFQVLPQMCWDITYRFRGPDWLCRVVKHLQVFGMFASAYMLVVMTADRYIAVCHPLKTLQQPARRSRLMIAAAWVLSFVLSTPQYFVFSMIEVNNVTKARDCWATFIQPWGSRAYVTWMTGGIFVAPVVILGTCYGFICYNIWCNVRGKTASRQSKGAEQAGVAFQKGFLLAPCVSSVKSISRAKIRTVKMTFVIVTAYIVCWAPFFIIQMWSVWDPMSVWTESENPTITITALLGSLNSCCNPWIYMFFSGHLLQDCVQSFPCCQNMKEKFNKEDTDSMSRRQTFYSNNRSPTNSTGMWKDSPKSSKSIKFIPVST
CHO parental Ca: ATP-evoked calcium signal inhibitors, parental CHO, primary screen, counter-screen for OX1R antagonist project, cell-based, fluorescence, Fluo-8 calcium dye; actives 0.63% (n = 330,000); inhibition, % at 5.6 µM; parental CHO-K1, ATP-induced calcium, Fluo-8 fluorescence;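 active = inhibition above that plate's mean sample inhibition plus 3 SD, cut at about 26% in these data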;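 note: 0% = ATP-challenged DMSO wells and 100% = DMSO wells without ATP; some compounds past the cut are filed as inactive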
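Test system: untransfected parental CHO cell line; also added: ATP stimulus; dosing: 5.6 µM, single dose; signal: calcium-sensitive Fluo-8 fluorescence; measure: percent inhibition of ATP-evoked calcium rise, normalized to controls; benchmarks: low control ATP plus DMSO, high control DMSO only; replication: one well per compound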
M1 ag: human M1 muscarinic receptor agonists, primary screen, Fluo-8 calcium fluorescence, CHO-K1 cells, HTS; Muscarinic acetylcholine receptor M1 (Homo sapiens), P11229; CHO-K1 hM1, agonist mode; 0% DMSO, 100% acetylcholine EC100; activation, % at 3 µM; actives 0.33% (n = 360,000); AID 588814, 2011;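 active = activation above the run's mean compound activation plus 3 SD, cut at about 16% in these data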;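 note: peak over basal fluorescence ratio within a 140 s kinetic read after compound addition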
TAAR1 antagonist: human TAAR1 antagonists, primary screen, Fluo-8 calcium fluorescence, CHO RD-HGA16 cells | actives 1.5% (n = 360,000) | Trace amine-associated receptor 1 (Homo sapiens), Q96RJ0 | antagonist | inhibition, % at 3 µM;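 active = inhibition above a per-plate cutoff, the mean inhibition of test compounds on that plate plus 3 SD, cut at about 49% in these data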;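 note: 0% = DMSO plus EC80 beta-PEA response and 100% = DMSO alone without agonist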
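Test system: CHO RD-HGA16 cells bearing hTAAR1 | Reagent: β-PEA, EC80 | Compound dosing: 3 µM, single point | Schedule: Dye loading 75 min at 37 °C, then 30 min room temperature | Signal: Calcium fluorescence with Fluo-8 | Evaluation: Percent inhibition of PEA-evoked calcium signal, max/basal emission ratio | Control set: DMSO-only wells and EC80 β-PEA-stimulated wells | Repeats: Singlicate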
* = called active by the depositor; x = not tested or not shown.

canonical_smiles	OXTR potentiator	CHRM1 PAM	OXTR agonist	TAAR1 ag	M1 antag	V1aR counter	CHO parental Ca	M1 ag	TAAR1 antagonist
CN1CCCC(C)(C(=O)Nc2cccc(Oc3ccccc3)c2)C1 (configuration not stated)	x	-6	x	2	0	x	x	-9	-37
Cc1ccc2nc(C3CCCCC3)c(Cc3ccccc3C(F)(F)F)n2c1	x	-6	x	24	-25	x	x	-2	-26
NC(=O)c1ccc2c(=O)c(O)c(-c3cc(Cl)c(N)c(Cl)c3)[nH]c2c1	-6	-11	1.1	5	23	0.6	7	-3	4
Cc1occc1C(=O)NNS(=O)(=O)c1ccc([N+](=O)[O-])cc1	0	6	0.7	-2	-7	0.4	-14	-9	-24
COc1ccc(NC(=O)N2CCCC2)cc1OC	-3	6	0.1	17	-9	0.1	5	-5	-2
Cc1cc(C(=O)N/N=C/c2c3ccccc3cc3ccccc23)n[nH]1	-2	8	0.5	7	-9	1.7	-10	-4	-21
COc1ccc(CCNC(=O)COC(=O)c2ccc(N3CCCC3=O)cc2)cc1OC	-16	1	2.5	11	5	2.7	-27	-3	-8
O=S(=O)(NCc1ccccc1)c1ccc(-n2cccn2)cc1	-12	1	3.0	3	-1	3.8	2	-1	-7
CC1(C)CC(=O)C2=C(C1)OC(N)=C(C#N)[C@@]21C(=O)N(CC(N)=O)c2ccccc21	-4	11	0.2	7	-4	0.4	-3	0	10
COCCn1c(=S)[nH]c2cc(C(=O)NC3CCCCC3C)ccc2c1=O (configuration not stated)	x	-5	x	1	8	x	x	0	-2
Cc1cc(C(=O)O)ccc1-c1ccc(CO)o1	-17	7	6.0	9	-4	-0.3	-3	-1	8
C=CCn1c(SCC(=O)Nc2nc3ccccc3s2)nc(O)c(CC)c1=O	-3	2	0.4	2	6	1.1	-18	-1	-64
CC1CCCC(NC(=O)COC(=O)[C@@H](NC(=O)c2ccco2)C(C)C)C1C (some centres not stated)	-9	7	-1.8	4	-7	-0.2	-15	-7	-2
CN(CC(=O)NCC1CCCCC1)S(=O)(=O)c1ccc(F)cc1	0	1	-0.1	-1	-3	1.7	-5	-3	6
CCN(CC)S(=O)(=O)c1cccc(C(=O)NC(C(=O)NNC(=O)c2ccccc2F)C(C)C)c1 (configuration not stated)	x	13	x	0	-8	x	x	-4	-20
C/C(=N/NC(=O)c1cc(C)[nH]n1)c1ccncc1	-3	3	0.9	-2	-3	3.5	9	-2	-6
Cc1c(C(=O)N2CCN(S(=O)(=O)c3ccccc3F)CC2)oc2c(Cl)cccc12	1	20	1.5	3	1	1.8	-29	16*	42
COc1ccc(C(=O)Nc2cc([N+](=O)[O-])ccc2N2CCCC2)cc1	-19	5	-0.9	-1	-15	3.0	-10	-7	-10
CCCc1nnc(NC(=O)c2ccc(S(=O)(=O)N(C)c3ccccc3OC)cc2)s1	-11	2	0.0	7	-4	0.5	-23	-5	30
CC(=O)Nc1nc(NC(=O)C(Cl)(Cl)Cl)n(-c2ccccc2)n1	-3	2	-0.2	3	-6	-0.7	2	-2	-14
COC(=O)c1nc(NC(=O)c2ccccc2Cl)n[nH]1	-3	2	0.8	8	1	-0.1	-2	-3	9
CCNC(=O)C1CCCN(C(=O)c2cnc3ccccc3n2)CC1 (configuration not stated)	x	2	x	0	-6	x	x	-2	0
CS(=O)(=O)Nc1ccc(C(=O)N2CCN(c3ccccc3)CC2)cc1	-2	4	-0.2	4	-5	-0.5	-1	-5	-16
O=C(Nc1nnc(SCc2ccc(F)cc2)s1)c1ccco1	-5	11	3.8	6	-7	3.5	-10	2	-2
Cc1c(C(=O)NC2=NCCS2)cccc1[N+](=O)[O-]	-4	2	-0.5	2	-12	1.4	-3	-4	-11

Among those listed so far, these contain an NH in an aromatic ring:
canonical_smiles	OXTR potentiator	CHRM1 PAM	OXTR agonist	TAAR1 ag	M1 antag	V1aR counter	CHO parental Ca	M1 ag	TAAR1 antagonist
NC(=O)c1ccc2c(=O)c(O)c(-c3cc(Cl)c(N)c(Cl)c3)[nH]c2c1	-6	-11	1.1	5	23	0.6	7	-3	4
Cc1cc(C(=O)N/N=C/c2c3ccccc3cc3ccccc23)n[nH]1	-2	8	0.5	7	-9	1.7	-10	-4	-21
COCCn1c(=S)[nH]c2cc(C(=O)NC3CCCCC3C)ccc2c1=O (configuration not stated)	x	-5	x	1	8	x	x	0	-2
C/C(=N/NC(=O)c1cc(C)[nH]n1)c1ccncc1	-3	3	0.9	-2	-3	3.5	9	-2	-6
COC(=O)c1nc(NC(=O)c2ccccc2Cl)n[nH]1	-3	2	0.8	8	1	-0.1	-2	-3	9

Further compounds:
canonical_smiles	OXTR potentiator	CHRM1 PAM	OXTR agonist	TAAR1 ag	M1 antag	V1aR counter	CHO parental Ca	M1 ag	TAAR1 antagonist
CNCCOCC(O)CSc1ccccc1 (configuration not stated)	-4	5	0.9	0	2	1.1	-4	-5	1
COc1ccc(Cc2nnc(N)s2)cc1	-7	2	0.5	1	4	0.3	-9	-3	2
CCOc1ccc(OC(=O)c2ccc3c(=O)n4c(nc3c2)CCC4)cc1	-7	1	5.9	x	8	9.4	-1	2	x
Cc1cc(NC(=O)COc2cccnc2[N+](=O)[O-])no1	-13	10	0.3	2	-8	-0.2	-9	-3	-10
O=C(CCCC1=NS(=O)(=O)c2ccccc2N1)NCCc1ccc(Cl)cc1	-2	8	0.2	5	-10	-0.1	-12	-9	-15
COc1ccc(N(CC(=O)Nc2ccccc2C)S(=O)(=O)c2ccccc2[N+](=O)[O-])c(OC)c1	-10	1	-0.1	2	3	1.7	-7	-11	8
COC(=O)[C@@H]1C[C@H]1[C@@H](NS(=O)(=O)c1ccccc1)c1ccccc1	-5	3	-0.8	8	-3	-1.1	-15	-5	20
Cc1ccc(-n2cc[nH]c2=S)cc1C	-12	-2	0.0	6	7	0.4	14	-4	0
O=C(Nc1cc2c(ccc3ccccc32)oc1=O)C1CCCCC1	-3	7	-1.0	13	-25	0.2	-3	-1	-28
CC(=O)c1ccc(NC(=O)C(C)N(C)CC(=O)Nc2ccc(N3CCOCC3)cc2)cc1 (configuration not stated)	-2	-6	0.3	2	13	0.4	-8	-4	-18
CCc1cccc(NC(=O)c2snc3c(=O)[nH]cnc23)c1	-4	6	2.6	4	-5	0.1	-3	-4	2
COc1ccc2[nH]c3c(=O)n(N)c(=O)[nH]c3c2c1	x	6	x	4	-8	x	x	-5	0
Cc1ccc(-c2csc(NC(=O)c3cccc(C)c3)c2C(=O)O)cc1	-4	-13	-0.4	-2	34	3.1	6	-2	27
CN(C(=O)COC(=O)c1ccc2c(=O)n3c(nc2c1)CCC3)c1ccccc1	2	4	-2.4	0	-2	-0.2	-22	-7	-11
COC(=O)c1ccsc1NC(=O)c1ccccc1	3	8	-1.3	-2	-7	-1.4	-16	-4	-2
COc1cccc(-n2c(SCC(=O)Nc3nc4ccccc4s3)nc3ccccc3c2=O)c1	-2	x	0.6	0	x	1.0	-11	x	-9
COc1ccc(C(=O)NCc2ccncc2)cc1S(=O)(=O)NCc1ccc(Cl)cc1	-3	8	-0.4	10	-8	4.7	-2	-5	-35
O=C(c1ccco1)N1CCN(Cc2nnnn2C2CCCCC2)CC1	0	10	0.7	-1	-16	0.1	2	-1	-1
CC(=O)Nc1cccc(C(=O)OC(C)C(=O)NC(=O)NC2CCCCC2)c1 (configuration not stated)	0	3	2.7	4	-4	2.2	-20	2	1
CCOc1cc(CO)cc(Br)c1OCC(N)=O	-3	5	-0.3	3	5	0.2	-6	-7	-2
O=C(Nc1ccc(C(=O)N2CCCCC2)cc1)c1cccs1	2	7	0.9	8	6	0.0	-3	5	-10
CCN(C(=O)CSc1nnc(-c2cccc(F)c2)n1N)c1c(N)n(Cc2ccccc2)c(=O)[nH]c1=O	x	5	x	1	-5	x	x	-2	-6

Pulled one by one from the list above (two):
canonical_smiles	OXTR potentiator	CHRM1 PAM	OXTR agonist	TAAR1 ag	M1 antag	V1aR counter	CHO parental Ca	M1 ag	TAAR1 antagonist
COc1ccc(C(=O)NCc2ccncc2)cc1S(=O)(=O)NCc1ccc(Cl)cc1	-3	8	-0.4	10	-8	4.7	-2	-5	-35
COC(=O)c1ccsc1NC(=O)c1ccccc1	3	8	-1.3	-2	-7	-1.4	-16	-4	-2

Rows were taken by chance; about 3.7% have a hit in one of these screens.
